# Screening results deposited in PubChem by Sanford-Burnham Center for Chemical Genomics.
# CXCR6 block: inhibitors of human CXCR6 receptor. 360,000 tested, 0.36% active. inhibition, % at 20 µM. O00574. CHO-K1 PathHunter CXCR6 beta-arrestin, luminescence. AID 602244; in the data active = inhibition above about 34%, passing the limit was not always enough;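 note: antagonist mode with CXCL16 agonist at 10 nM final; 0% = 10 nM CXCL16 with DMSO and 100% = unstimulated wells without agonist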
# Target sequence (O00574 whole entry, looked up): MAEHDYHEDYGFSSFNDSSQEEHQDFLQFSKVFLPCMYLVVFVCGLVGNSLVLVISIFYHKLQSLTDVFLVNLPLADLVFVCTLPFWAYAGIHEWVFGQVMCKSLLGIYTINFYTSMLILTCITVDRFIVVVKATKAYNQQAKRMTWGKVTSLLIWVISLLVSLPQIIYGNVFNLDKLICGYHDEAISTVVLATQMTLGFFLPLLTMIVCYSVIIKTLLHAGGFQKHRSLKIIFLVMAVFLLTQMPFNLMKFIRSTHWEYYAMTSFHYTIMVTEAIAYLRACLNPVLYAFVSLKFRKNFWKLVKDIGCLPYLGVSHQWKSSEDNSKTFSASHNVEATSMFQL
# Gli-Sufu antag: blocks Gli-Sufu signaling in a luciferase reporter; AID 588413; inhibition, % at 5 µM; 340,000 tested, 0.74% active; Sufu-KO-LIGHT fibroblasts, Gli luciferase reporter luminescence;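 active = inhibition above about 55%, limit read from the data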;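 note: 0% = DMSO-treated cells and 100% = wells with medium but no cells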
# XBP1 UPR activ: activators of adaptive arm of unfolded protein response (XBP1). 330,000 tested, 0.33% active. CHO-XBP1 luciferase reporter, IRE1-XBP1 UPR activation, luminescence; percent of tunicamycin response, DMSO as zero. activation, % at 20 µM;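 active = versus positive control, 20 µM dose yields 30% or more activation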;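 note: 100% = tunicamycin at 10 µg/mL and 0% = DMSO only wells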
#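 Test system: CHO-XBP1 luciferase reporter cells | Buffer or medium: Serum-containing F12 medium, 10% FBS | Schedule: 6 h compound exposure at 37 °C, 5% CO2 | Detection: Steady-Glo luciferase glow luminescence, 10 min after reagent addition | Read-out basis: Activation, % of tunicamycin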
# CHOP UPR activ: apoptotic UPR (CHOP) activation; CHO-CHOP luciferase reporter, luminescence; percent of tunicamycin response over DMSO baseline; 330,000 tested, 0.34% active; activation, % at 10 µM;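 active = at 10 µM dose, activation of 40% or more, normalized to positive control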;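 note: 100% = tunicamycin at 10 µg/mL and 0% = DMSO alone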
#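 Dosing – one dose, 10 µM in 0.5% DMSO · System – CHO-CHOP cells, stable luciferase reporter of PERK-eIF2a-CHOP signalling · Input – 500 cells/well · Control set – tunicamycin 10 µg/mL final as positive, DMSO-only wells as negative · Timing – 6 h compound treatment, 37 °C · Measure – % activation vs tunicamycin · Technique – luminescence read with Steady-Glo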
# Mdm2-MdmX inh: human Mdm2/MdmX binding inhibition; SaOS-2 split-luciferase Mdm2/MdmX complementation, luminescence; inhibition, % at 8 µM; 330,000 tested, 3% active;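 active = inhibition of at least 50% at 8 µM in the primary screen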
# EBI2 antag: EBI2 (human) antagonism; P32249; EBI2 beta-arrestin recruitment, luminescence, 7a,25-OHC stimulated; inhibition, % at 5 µM; 360,000 tested, 0.81% active; AID 651636; in the data active = inhibition above about 38%;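 note: enzyme fragment complementation signal reports receptor beta-arrestin coupling in cells; 0% = agonist plus DMSO wells and 100% = wells without agonist; some results beyond the cut were filed as inactive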
# Jurkat NFkB inh: inhibitors of the PMA/ionomycin-induced NF-kB reporter in Jurkat cells. PMA/ionomycin-induced NF-kB luciferase reporter, luminescence. inhibition, % at 4 µM. 330,000 tested, 0.53% active; in the data active = inhibition above about 50%
# 697 NFkB inh: inhibitors of the PMA/ionomycin-induced NF-kB reporter in 697 B cells; 697 B-cell NF-kB luciferase reporter, 16 h; inhibition, % at 4 µM; AID 435022; 330,000 tested, 0.33% active; in the data active = inhibition above about 35%
# CCR6 antagonist: blocks CCL20-driven beta-arrestin recruitment at human CCR6; AID 493098; 340,000 tested, 0.49% active; inhibition, % at 20 µM; P51684; CHO-K1 CCR6 PathHunter beta-arrestin, luminescence, CCL20-stimulated;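 active = compounds whose inhibition of the agonist-driven luminescence signal at 20 µM reaches about 50%, limit read from the data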;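 note: cells stimulated with CCL20 at 14 nM final; plate controls were DMSO with CCL20 for no effect and DMSO without agonist for full effect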
# Target sequence (P51684 whole entry, looked up): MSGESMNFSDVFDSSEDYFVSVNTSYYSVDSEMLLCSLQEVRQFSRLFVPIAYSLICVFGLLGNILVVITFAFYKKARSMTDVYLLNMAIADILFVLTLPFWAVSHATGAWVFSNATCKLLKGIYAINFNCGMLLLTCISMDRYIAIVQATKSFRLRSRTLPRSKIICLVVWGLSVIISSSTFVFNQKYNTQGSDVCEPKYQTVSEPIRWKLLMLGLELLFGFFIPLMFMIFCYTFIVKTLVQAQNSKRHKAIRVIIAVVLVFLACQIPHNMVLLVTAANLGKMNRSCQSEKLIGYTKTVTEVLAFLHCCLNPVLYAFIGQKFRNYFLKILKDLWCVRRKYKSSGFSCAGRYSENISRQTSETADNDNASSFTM
# An asterisk follows results filed as active.
SMILES	CXCR6 block	Gli-Sufu antag	XBP1 UPR activ	CHOP UPR activ	Mdm2-MdmX inh	EBI2 antag	Jurkat NFkB inh	697 NFkB inh	CCR6 antagonist
COC(=S)N/C(=N\S(=O)(=O)c1ccc(Cl)cc1)c1ccccc1	5.5	-2.3	-1.8	2.0	2.4	1.8	13.7	-5.3	7.1
Cc1oc(C(=O)O)cc1COc1cccc2ccccc12	1.9	6.6	-7.7	1.7	15.4	-15.6	11.4	-4.6	-2.1
Cc1cc(C(F)F)nn1CC(=O)NCc1ccco1	-1.4	-8.7	-2.3	0.4	-18.8	-6.6	-5.5	-6.3	-3.9
Cn1ncc(Cl)c1C(=O)Nc1ccc(Cl)cn1	-5.9	-17.9	1.8	-0.7	4.7	6.4	-26.9	-27.3	-2.3
NC(=O)c1sc2nc3c(c(-c4cccs4)c2c1N)CCCCC3	3.9	-18.0	0.2	-1.8	84.6*	8.6	32.9	4.0	-9.9
Cc1ccc(-n2nc3c(=O)n(CCCC(=O)NC4CCC(C)CC4)nc(C)c3c2C)cc1 (stereo not drawn)	7.2	0.1	2.2	3.3	19.2	5.8	-11.1	-6.2	26.1
Cc1nc2ccccc2c(=O)n1NC(=O)c1ccc(Cl)c([N+](=O)[O-])c1	-3.2	2.3	-6.9	0.5	-6.1	3.2	6.8	-8.8	8.2
COc1ccc(NC(=O)c2cc(C)cc(C)c2)cc1[N+](=O)[O-]	3.1	14.7	3.9	2.0	6.5	10.4	5.9	26.5	16.6
O=C1CCCCN1CCC(=O)N1CCCC(Nc2ccccc2)C1 (stereo not drawn)	1.0	1.8	-3.7	0.9	0.1	-14.3	-9.4	-14.3	7.8
CCOC(=O)c1ccccc1NC(=O)c1cn(-c2ccc(C)c(C)c2)c(=O)c2ccccc12	9.2	32.3	0.2	3.3	69.1*	-1.9	10.2	5.0	3.9
CCCCN(C(=O)CC1OC(=O)c2ccccc21)c1c(N)n(CCCC)c(=O)[nH]c1=O (stereo not drawn)	1.1	-6.5	-2.0	0.1	16.3	2.5	5.6	7.6	-4.6
COc1cccc(N(CC(=O)NC(C)(C)C)C(=O)C2CSC(=O)C2)c1 (stereo not drawn)	-0.5	0.9	1.1	0.4	0.2	7.7	-7.4	-12.8	-1.4
Cc1ccc(C)c(NC(=O)CN(C)C(=O)[C@@H](NC(=O)c2ccc(C(C)(C)C)cc2)C(C)C)c1	4.1	-5.6	-4.4	-1.0	30.1	8.3	17.1	-21.1	-16.3
CCC(=O)N(CC)C1=C(O)c2ccccc2C(=O)C1=O	-7.9	-10.7	0.6	0.8	2.2	-4.7	2.5	21.4	9.1
COc1cccc(CNC(=O)c2ccc(C(=O)NCc3cccc(OC)c3)cc2)c1	9.2	7.7	-3.3	0.0	19.3	34.3	22.8	17.4	10.2
CC(C)CNS(=O)(=O)c1cc2c3c(c1)CCC(=O)N3CCC2	2.9	-17.1	-8.4	-1.2	-17.9	-6.6	-14.8	-42.6	5.3
CC(=O)c1cccc(NC(=O)c2cc(C(C)C)on2)c1	8.9	-78.3	-2.4	10.4	-109.6	7.9	-98.9	-84.9	3.0
Cc1cc(C(=O)CN2C(=O)c3ccccc3S2(=O)=O)c(C)n1CC1CCCO1 (stereo not drawn)	-9.3	83.0*	-4.2	-7.5	53.7*	-7.7	78.8*	44.5*	11.3
Cc1nn(-c2ccc(F)cc2F)c2c1-c1nc(N3CCCC3)ncc1CC2	-8.3	-4.8	6.0	-1.4	-29.4	20.6	-17.5	-51.6	-1.1
CC1CCc2c(C(=O)N3CCN(S(=O)(=O)c4cccs4)CC3)csc2C1 (stereo not drawn)	-3.1	-0.9	-1.9	-1.4	10.2	1.5	7.3	13.9	-9.9
Cn1c(=O)c2c(nc(N3CCN(c4ccc([N+](=O)[O-])cc4)CC3)n2C)n(C)c1=O	-6.1	7.0	-1.3	-1.1	17.1	2.6	7.5	5.9	-1.5
CC(NC(=O)c1ccc(C#N)cc1)C1CC2CCC1C2 (stereo not drawn)	-3.2	21.6	-1.8	1.0	7.0	1.4	-1.9	-5.7	25.9
CN(C)S(=O)(=O)c1cccc(C(=O)C2=C3SC=C(c4ccccc4)N3CC2)c1	-2.2	5.9	1.4	0.6	-19.0	2.5	3.2	30.5	3.2
CSc1ccccc1NC(=O)C1CC(c2c(F)cccc2Cl)=NO1 (stereo not drawn)	-0.2	-2.2	-2.2	3.1	5.0	-4.1	-22.0	-36.8	0.0
c1ccc(SCCOCCN2CCc3ccccc3C2)cc1	8.9	19.8	-1.8	-1.8	-14.8	1.2	-13.1	-36.9	14.1
CC(=O)c1c(C)[nH]c(C(=O)CSc2nnc(-c3ccc(Cl)cc3)n2CC2CCCO2)c1C (stereo not drawn)	6.1	4.8	-1.2	-0.5	30.4	-3.2	26.4	-5.1	2.8
CCN(CC(=O)N1CCOCC1)S(=O)(=O)c1ccc(F)cc1	-5.6	-17.9	-2.6	-0.3	5.4	12.5	3.0	2.9	-0.3
CN(C)CCNC(=S)Nc1ccc(Br)cc1	-0.2	0.6	-1.8	0.7	-24.0	-12.0	-2.2	-1.3	-4.5
Cn1c(=O)c(-c2ccccc2)nn2c3ccccc3nc12	-2.8	11.6	0.7	0.8	27.9	5.3	-4.9	-0.2	-1.8
CN(C)CCCN(Cc1ccccc1)C(=S)NCc1ccccc1	-3.1	0.6	-0.4	-0.4	1.6	3.9	-9.1	3.5	-12.6
Cc1[nH]c2ccccc2c1CCNC(=O)c1c(N)no[n+]1[O-]	12.7	1.8	-1.5	1.5	-4.1	-5.1	-3.7	12.5	-5.0
CS/C(=N\S(=O)(=O)c1ccccc1)c1ccccc1	-7.3	-10.8	-5.5	0.4	14.7	-3.3	1.3	15.5	-1.2
Cc1csc(SCC(=O)NC(=O)NCCC(C)C)n1	-3.5	-5.5	6.6	-0.7	21.5	-17.2	4.4	-2.9	9.2
CC(C)C(NC(=S)Nc1ccccc1)C(=O)O (stereo not drawn)	-3.0	-0.6	-0.8	1.8	-43.0	1.6	4.8	-5.8	-6.6
CCOc1ccc(CCNC(=O)CSc2ncn[nH]2)cc1OCC	-4.0	0.5	-6.1	0.5	6.1	-9.3	6.2	12.8	4.9
CC(=O)C1=C(O)C(=O)N(Cc2ccccc2)C1c1cccc([N+](=O)[O-])c1 (stereo not drawn)	-1.1	-4.7	-0.1	-2.4	9.3	0.3	-15.7	-1.1	0.2
O=c1c(N2CCCCC2)coc2ccccc12	2.0	-38.7	4.1	2.4	9.6	7.2	-8.4	-11.1	0.5
Oc1ccc(Cl)cc1/C=N/c1nccs1	6.4	1.9	-1.0	-0.9	-12.9	-4.8	-1.4	3.3	-3.5
O=C(NC1CCCCC1)C1CCCN(S(=O)(=O)c2ccc(F)cc2)C1 (stereo not drawn)	-3.0	-13.9	-2.4	-1.2	11.0	-3.6	-24.0	9.0	13.8
CCC(OC(=O)c1cccs1)C(=O)NC1CCCCC1 (stereo not drawn)	3.5	4.8	1.6	-0.5	-3.1	-1.2	-9.9	-5.2	6.8
CCOc1ccccc1NC(=O)N1CCCc2ccccc21	4.3	7.6	-3.8	2.8	-8.2	9.0	11.8	-11.3	17.5
O=C1CC(c2ccccc2)Sc2nc(-c3ccccc3)c(-c3ccccc3)n21 (stereo not drawn)	-0.5	-8.5	-4.3	-0.1	2.3	1.1	-2.0	9.6	9.5
CCc1ccc(CN(C)CC(O)COc2cccc3ccccc23)cc1 (stereo not drawn)	-4.4	-20.7	2.6	0.6	26.2	-3.3	-11.0	-0.3	-6.0
O=C(NCCCn1ccnc1)C(F)(F)C(F)(F)C(=O)NCCCn1ccnc1	0.0	14.0	-0.5	1.6	-2.9	0.1	-12.1	-6.9	9.9
COc1ccc(CCNS(=O)(=O)c2ccc3c(c2)CCN3C(=O)C2CC2)cc1OC	-3.2	1.1	-2.8	-1.0	23.8	-4.9	4.4	15.4	-8.0
c1ccc(C(c2nnnn2C2CCCC2)N2CCCCCC2)nc1 (stereo not drawn)	2.7	0.6	-2.0	-2.1	16.6	5.3	3.2	7.2	-2.8
CN(C(=O)COc1cc(=O)n(C)c2ccccc12)c1ccc(Br)cc1	-1.3	-1.1	-0.7	0.8	-17.5	-0.9	-0.2	17.2	3.8
CC(C)(C)OC(=O)N1CCC2(CC1)Oc1ccc(F)cc1C(=O)C21CC(c2ccccc2)=NO1 (stereo not drawn)	15.5	7.9	2.0	0.1	30.8	4.3	15.2	12.8	16.3
CC(C)(C)OC(=O)NCCCCCc1nnc(SCc2ccccc2)o1	4.5	2.6	-2.4	2.2	18.3	17.0	5.9	-18.3	32.4
COc1ccc(S(=O)(=O)NCCC(=O)NCc2ccc(F)cc2)cc1	-5.8	-3.3	-1.1	-0.1	0.8	0.2	-0.2	-1.8	-15.8
COc1cc(/C=C/C(=O)N2CCN(CC(O)COc3ccccc3)CC2)cc(OC)c1OC (stereo not drawn)	-13.3	4.7	3.9	-2.3	5.1	30.6	4.6	4.4	-7.1
C/C(=N\N(C)C)C1=C(O)c2ccccc2C1=O	-3.0	-9.1	-0.1	4.1	-3.2	-4.9	19.0	2.9	7.8
Brc1ccc(-c2nnc3sc(CN4CCC5(CC4)OCCO5)cn23)cc1	5.2	6.0	-0.7	-1.4	4.4	55.8*	-13.2	-1.4	14.2
N#CCSc1ncnc2sc3c(c12)CCC3	5.1	-5.4	0.6	-3.6	48.1	-10.4	-2.2	-11.7	-0.1
O=C(NCCCN1CCOCC1)c1cc(C(=O)C2CC2)c[nH]1	1.4	6.2	1.3	1.6	-30.6	-2.7	-5.3	9.1	4.1
Cn1c(SCc2ccccc2)nnc1-c1ccc2nonc2c1	-7.0	2.4	-0.6	1.0	21.4	-4.1	-11.2	-27.8	6.8
COC(=O)c1cc2sccc2n1CC(=O)Nc1cccc(SC)c1	-2.6	-11.9	-2.0	2.2	-11.9	22.9	9.7	10.5	20.1
CCn1cc(C(=O)NCc2ccc(Cl)cc2)c(=O)c2cc(S(=O)(=O)N(C)C)ccc21	0.3	2.5	3.4	2.8	2.9	5.3	-11.2	-27.5	-1.4

# Taken from the entries so far for reference:
SMILES	CXCR6 block	Gli-Sufu antag	XBP1 UPR activ	CHOP UPR activ	Mdm2-MdmX inh	EBI2 antag	Jurkat NFkB inh	697 NFkB inh	CCR6 antagonist
Cc1[nH]c2ccccc2c1CCNC(=O)c1c(N)no[n+]1[O-]	12.7	1.8	-1.5	1.5	-4.1	-5.1	-3.7	12.5	-5.0
CS/C(=N\S(=O)(=O)c1ccccc1)c1ccccc1	-7.3	-10.8	-5.5	0.4	14.7	-3.3	1.3	15.5	-1.2
Cc1csc(SCC(=O)NC(=O)NCCC(C)C)n1	-3.5	-5.5	6.6	-0.7	21.5	-17.2	4.4	-2.9	9.2
CC(C)C(NC(=S)Nc1ccccc1)C(=O)O (stereo not drawn)	-3.0	-0.6	-0.8	1.8	-43.0	1.6	4.8	-5.8	-6.6
